CHO-K1 Ca ag: counter-screen for M1 agonists: effect in parental CHO-K1 cells. Fluo-8 calcium fluorescence; scaled to maximal ATP response, vehicle zero. activation, % at 3 µM. actives 0.48% (n = 360,000); in the data active = activation above about 15%;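 note: untransfected CHO-K1 host cells lacking M1 receptor as counterscreen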
CHRM1 agonist: human M1 muscarinic receptor agonists, primary screen, Fluo-8 calcium fluorescence, CHO-K1 cells, HTS; Muscarinic acetylcholine receptor M1 (Homo sapiens), P11229; CHO-K1 hM1, agonist mode; 0% DMSO, 100% acetylcholine EC100; activation, % at 3 µM; actives 0.33% (n = 360,000);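 active = activation above the run's mean compound activation plus 3 SD, cut at about 16% in these data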;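 note: peak over basal fluorescence ratio within a 140 s kinetic read after compound addition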
CHO parental Ca: ATP-evoked calcium signal inhibitors, parental CHO, primary screen, counter-screen for OX1R antagonist project, cell-based, fluorescence, Fluo-8 calcium dye; parental CHO-K1, ATP-induced calcium, Fluo-8 fluorescence; inhibition, % at 5.6 µM; actives 0.63% (n = 330,000);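 active = inhibition above that plate's mean sample inhibition plus 3 SD, cut at about 26% in these data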;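 note: 0% = ATP-challenged DMSO wells and 100% = DMSO wells without ATP; some compounds past the cut are filed as inactive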
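Assay system: parental CHO cells; Read-out basis: percent inhibition of ATP-evoked calcium rise, normalized to controls; Benchmarks: ATP and no-ATP DMSO wells; Compound dosing: single nominal dose of 5.6 µM per compound; Signal: Fluo-8 calcium dye fluorescence; Also added: ATP as calcium-mobilizing challenge; Repeats: singlicate.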
CHO-K1 Ca antag: counter-screen for M1 antagonists: effect in parental CHO-K1 cells. ATP-induced calcium, Fluo-8 fluorescence. inhibition, % at 3 µM. actives 0.6% (n = 360,000). AID 602250;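 active = inhibition above a per-plate cutoff, the plate's mean sample inhibition plus 3 SD, cut at about 24% in these data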;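 note: 0% = DMSO plus EC80 ATP and 100% = DMSO alone without ATP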
M1 PAM: human M1 muscarinic receptor positive allosteric modulators, primary screen, CHO-K1 cells, Fluo-8 calcium fluorescence, 1536-well; CHO-K1 hM1, ACh EC20; 0% = ACh EC20, 100% = maximal ACh; AID 588819, 2011; activation, % at 3 µM; actives 0.088% (n = 360,000); in the data active = activation above about 19%, passing the limit was not always enough
CHRM4 antagonist: human M4 muscarinic receptor antagonists, primary screen, CHO cells, Fluo-8 calcium fluorescence; CHO-hM4 cells, ACh EC80; AID 624125, 2012; Muscarinic acetylcholine receptor M4 (Homo sapiens), P08173; inhibition, % at 3 µM; actives 0.73% (n = 360,000);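 active = inhibition above its plate's cutoff, the mean inhibition of sample wells plus 3 SD, cut at about 27% in these data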;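 note: 0% = acetylcholine EC80 with DMSO and 100% = DMSO without agonist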
Target sequence (P08173 whole entry, looked up): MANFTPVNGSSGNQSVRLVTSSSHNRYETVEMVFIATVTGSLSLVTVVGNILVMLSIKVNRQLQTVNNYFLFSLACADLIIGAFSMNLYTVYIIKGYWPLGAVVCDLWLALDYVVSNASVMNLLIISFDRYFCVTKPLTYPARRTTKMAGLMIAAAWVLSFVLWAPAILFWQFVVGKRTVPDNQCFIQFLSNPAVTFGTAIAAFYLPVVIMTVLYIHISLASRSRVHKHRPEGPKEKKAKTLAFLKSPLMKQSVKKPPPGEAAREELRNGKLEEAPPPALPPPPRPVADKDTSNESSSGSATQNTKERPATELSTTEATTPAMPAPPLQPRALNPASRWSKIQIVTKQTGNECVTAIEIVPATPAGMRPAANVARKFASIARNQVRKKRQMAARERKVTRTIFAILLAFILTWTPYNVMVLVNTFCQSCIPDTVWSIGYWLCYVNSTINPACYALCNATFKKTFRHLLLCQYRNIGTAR
OXTR potentiate: human OXTR potentiators, primary screen, fluorescence, CHO-OTR cells, Fluo-8 calcium | Oxytocin receptor (Homo sapiens), P30559 | Fluo-8 calcium fluorescence, potentiator mode; 0% = oxytocin EC15, 100% = EC100 | activation, % at 3 µM | actives 0.061% (n = 320,000) | AID 2445, 2010;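 active = activation above that plate's cutoff, the mean activation of tested compounds plus 3 SD, cut at about 6.6% in these data, passing the limit was not always enough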;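 note: 100% uses oxytocin at 75 nM as the full agonist control; some results filed as inactive read as strong as hits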
Target sequence (P30559 whole entry, looked up): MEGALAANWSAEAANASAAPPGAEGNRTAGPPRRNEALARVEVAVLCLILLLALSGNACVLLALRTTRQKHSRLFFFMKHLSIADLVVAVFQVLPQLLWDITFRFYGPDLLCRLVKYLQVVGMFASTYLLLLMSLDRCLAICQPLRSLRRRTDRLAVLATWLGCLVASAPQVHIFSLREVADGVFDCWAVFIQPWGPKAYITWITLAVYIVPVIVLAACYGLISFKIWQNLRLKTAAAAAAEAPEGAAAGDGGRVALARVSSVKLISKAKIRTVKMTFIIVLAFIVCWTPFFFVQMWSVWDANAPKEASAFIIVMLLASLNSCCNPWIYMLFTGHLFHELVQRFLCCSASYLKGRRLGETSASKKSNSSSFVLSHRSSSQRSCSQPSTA
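Assay system: CHO cell line stably expressing human OTR. Reagent: EC15 oxytocin agonist. Dosing: single dose, 3.0 µM nominal final compound concentration. Timing: compound 6 min at room temperature before oxytocin, 100 s read. Signal: kinetic Fluo-8 calcium fluorescence. Controls: oxytocin EC15 low and EC100 high.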
CHRM1 antagonist: human M1 muscarinic receptor antagonists, primary screen, CHO-K1 cells, Fluo-8 calcium fluorescence, 1536-well | inhibition, % at 3 µM | CHO-K1 hM1, ACh EC80 antagonist | actives 1.3% (n = 360,000);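 active = percent inhibition above its own plate's cutoff, namely the mean of that plate's compound wells plus 3 SD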;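 note: peak over basal fluorescence ratio during 140 s after agonist addition; 0% = ACh EC80 plus DMSO and 100% = DMSO alone without agonist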
M4 ag: human M4 muscarinic receptor agonists, primary screen, CHO-K1 cells, Fluo-8 calcium fluorescence. Muscarinic acetylcholine receptor M4 (Homo sapiens), P08173. CHO-K1 hM4/Gqi5; vehicle 0%, full acetylcholine response 100%. activation, % at 3 µM. actives 0.14% (n = 360,000);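 active = activation above the run mean over all test wells plus 3 SD, cut at about 32% in these data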;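 note: peak over basal fluorescence ratio per well then scaled between controls; 0% = DMSO wells and 100% = acetylcholine at EC100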
* = called active by the depositor; x = no result given.

SMILES	CHO-K1 Ca ag	CHRM1 agonist	CHO parental Ca	CHO-K1 Ca antag	M1 PAM	CHRM4 antagonist	OXTR potentiate	CHRM1 antagonist	M4 ag
CC(C)N(CC#CC(O)(c1ccccc1)c1ccccc1)C(C)C	-0.1	-9.3	-30.5	-8.5	-26.2	98.2*	4.1	100.3*	1.2
CNNC(=O)C(=O)NNS(=O)(=O)c1ccccc1	1.1	-2.6	-2.8	-10.1	12.8	-2.3	-4.0	-11.5	0.1
CC1(C)C2CC=C(/C=N/NC(=S)NCCc3ccccc3)C1C2 (stereo not given)	-0.6	-5.3	-20.8	-14.2	-11.7	-2.1	-12.2	17.8	-1.3
COc1cccc(-n2c(C)nnc2SCC(=O)Nc2ccccc2N2CCOCC2)c1	0.1	-5.5	-14.8	-3.3	8.9	12.2	5.3	-5.6	1.2
Cc1ccc(CN2CC(C(=O)N3CCN(S(=O)(=O)c4ccc(C(C)C)cc4)CC3)CC2=O)cc1 (stereo not given)	2.7	-1.9	-13.0	-12.2	-1.6	6.2	-4.3	-0.3	4.5
CCN(CC)CCNC(=O)C(=O)NCC1OCCN1S(=O)(=O)c1ccc([N+](=O)[O-])cc1 (stereo not given)	6.0	-6.8	1.4	4.7	-14.8	-2.9	-2.7	3.6	-0.1
O=C(N/N=C/c1ccc(OC(F)F)cc1OC(F)F)c1cccc(S(=O)(=O)N2CCOCC2)c1	4.7	-1.4	-5.1	-4.0	1.8	-5.0	-8.4	1.0	5.3
OCCCNc1nc(-c2ccc(Cl)cc2)nnc1-c1ccc(Br)cc1	2.0	-11.3	-7.0	-5.0	9.6	5.3	-4.2	-8.3	1.6
CCCN(CC(=O)Nc1ccc(F)c(F)c1F)C(=O)Cn1c(=O)cnc2ccccc21	1.0	-2.6	-12.8	8.0	0.2	-5.9	-14.3	3.0	1.5
Cc1nc(-c2cccc(Br)c2)ccc1C(=O)O	0.1	-2.6	12.6	-8.7	5.3	2.2	-5.6	0.1	3.9
COc1ccc(NC(=O)Nc2ccc(OCC(=O)N3CCOCC3)cc2)cc1OC	0.1	-3.6	-3.6	0.4	7.7	10.5	-0.1	-4.8	0.7
CS(=O)(=O)Nc1ccc(C(=O)NC2CCCCC2)cc1	0.2	-4.4	-9.1	5.2	-8.3	-3.7	-3.2	12.3	0.4
CC1(C)CC(=O)C2=C(C1)N=c1s/c(=C/c3ccc(F)c(F)c3)c(=O)n1C2c1ccc(F)cc1 (stereo not given)	-0.1	-2.7	-6.7	1.0	3.0	-7.8	0.8	0.5	1.3
Cc1nc(N2CCOCC2)nc2c1CCCC2	0.0	-2.3	1.1	-0.4	6.7	4.7	4.7	-6.8	0.3
C=CCn1c(=S)[nH]c2cc(C(=O)Nc3ccc(F)cc3)ccc2c1=O	7.7	3.7	13.6	-4.3	-21.1	-2.2	-14.9	22.6*	16.6
Cc1onc(-c2c(Cl)cccc2Cl)c1C(=O)Nc1ccc2c(c1)OCO2	2.4	-13.1	-14.6	-14.6	-3.8	-9.7	-6.5	-9.8	3.7
O=C(O)Cc1ccc(Oc2ncc(C(F)(F)F)cc2Cl)cc1	0.4	-3.5	-10.2	0.4	-1.5	2.1	-0.8	6.6	1.8
CC(=O)n1cc([C@@H]2C=C(C(=O)N3CCN(C)CC3)O[C@H](OCc3ccc(CO)cc3)C2)c2ccccc21	1.0	-8.9	5.1	-17.2	22.8	-6.8	-1.5	-21.2	4.4
CC(C)(C)NC(=O)Cn1c(=O)c(=O)n(Cc2ccccc2)c2ccc(Cl)cc21	0.0	-4.7	-6.6	0.1	8.7	7.2	-15.1	-5.0	0.0
Cc1cccc(C)c1-n1nnnc1C1(C)CCC(=O)N1c1ccc(N2CCOCC2)cc1 (stereo not given)	0.3	x	x	-9.2	x	0.4	x	x	0.7
CC1(C)CC(NC(=O)c2ccc(Br)o2)CC(C)(C)N1	0.1	-5.4	2.7	2.9	-4.1	-13.6	1.0	8.8	1.7
O=C(O)c1ccc(CNC(=O)c2ccccc2NC(=O)c2cccc([N+](=O)[O-])c2)cc1	-0.2	2.2	-11.0	-12.6	23.0	-6.0	-14.8	-15.9	0.4
Cc1ccc(C(=O)N/N=C/c2c(O)ccc3ccccc23)cn1	1.7	5.4	-11.6	-6.8	9.6	5.8	-3.5	-4.4	7.5
c1ccc(C[C@H]2CN=C(Nc3ccccc3)N2CC2CCCCCC2)cc1	0.8	-8.5	-4.3	3.2	-7.1	0.2	-3.5	16.0	5.5
COc1ccccc1OCCCCn1c(C(C)O)nc2ccccc21 (stereo not given)	6.1	1.2	-24.6	1.8	8.0	1.3	-5.0	-11.8	8.3
Remaining list, next part:
SMILES	CHO-K1 Ca ag	CHRM1 agonist	CHO parental Ca	CHO-K1 Ca antag	M1 PAM	CHRM4 antagonist	OXTR potentiate	CHRM1 antagonist	M4 ag
Cc1ccccc1NC(=O)Cc1nnc(SCC(=O)Nc2ccccc2)n1C	5.5	-2.8	-2.9	-13.4	-7.8	0.0	-10.7	29.0	19.9
COC(=O)/C(=C/c1cccnc1)NC(=O)c1ccccc1	3.9	-2.8	-1.4	12.5	-0.2	1.9	-1.8	-9.8	0.6
O=C(OCc1cccnc1)C1=Cc2ccccc2OC1	2.5	-8.2	-24.8	-4.1	2.9	-5.0	-4.9	1.5	4.7
CCCCc1nc2ccc(S(=O)(=O)O)cc2[nH]1	0.2	-1.7	-7.1	-1.4	7.5	-0.1	-2.0	-12.6	0.1
Cc1ccc(-n2ncc3c(=O)[nH]cnc32)c(C)c1	0.1	-3.6	0.3	3.9	12.8	2.1	-0.4	-8.3	0.5
Cc1ccc2nc(/C(C#N)=N/O)[nH]c2c1	0.6	-2.2	-5.0	-2.9	5.0	-3.4	-7.3	-19.4	0.3
CCOC(=O)c1nn(-c2cccc(Cl)c2)c2nc(Nc3ccccc3)cc(=O)n12	0.1	-4.4	0.0	-8.2	2.8	13.9	-9.2	-2.2	2.6
COc1ccc(NC(=O)C2CCC(=O)N2C(=O)OCc2ccccc2)cc1 (stereo not given)	0.3	-0.9	-6.8	-10.4	-1.5	4.9	-16.6	4.0	0.2
O=C(Nc1ccccc1C(=O)O)c1ccc(N2C(=O)C3CC=CCC3C2=O)cc1 (stereo not given)	-0.1	-3.4	-9.8	5.4	4.3	3.3	-4.7	-6.8	0.3
Cc1nc(-c2ccc(C(=O)Nc3ccccc3F)cc2)cs1	1.3	-7.4	-7.0	7.0	6.7	2.3	-8.7	0.3	3.6
CC(C)NC(=O)c1onc(CSc2ccc(F)cc2)c1C(=O)NC(C)C	-0.4	-7.0	-20.9	-14.6	1.0	1.4	-5.8	0.3	0.5
CC(=O)c1c(C)n(C)c2ccc(OC(=O)c3ccco3)cc12	-0.1	-0.3	-9.3	22.6	-6.9	-1.1	-7.5	19.1	-0.3
COC(=O)c1c[nH]n2c(=O)cc(CCl)nc12	0.4	-4.5	0.8	-1.5	8.0	4.4	-6.2	-4.6	0.4
O=C(CSc1nnc(CNC(=O)c2ccccc2F)o1)Nc1ccc2c(c1)OCO2	0.2	-7.1	-3.8	-0.9	7.1	-0.3	-2.4	-1.1	0.2
O=C(NC1CCCCCCC1)c1ccc(Br)o1	11.1	-3.7	-21.4	-8.2	6.1	0.2	10.6	-14.3	-1.6
Cc1ccc(OCC(=O)c2c(O)c3ccccc3oc2=O)cc1C	0.8	-1.3	-12.9	-24.6	5.5	-10.8	-1.4	-13.2	0.6
COc1ccccc1CC(=O)Nc1ccc(F)cc1F	0.1	-8.6	-4.2	-11.9	6.5	-1.5	-4.9	-9.0	0.1
O=C(CSc1nnnn1-c1ccc(F)cc1)c1ccc(O)c(O)c1	0.6	-1.3	-3.3	-2.5	-3.8	-8.5	-8.2	-2.5	1.8
CCN(CC)c1ccc(NC2=C(Cl)C(=O)c3ccccc3C2=O)cc1	-0.5	-9.6	19.4	-4.5	7.4	17.4	-1.4	-3.8	-1.6
NC(=O)c1cccc(Nc2nc(C(N)Cc3ccc(C(F)(F)F)cc3)cs2)n1 (stereo not given)	0.7	-6.1	x	0.1	7.6	2.3	x	-5.7	4.1
C[n+]1cccc(C2C(C#N)=C(N)Oc3c2ccc2ccccc32)c1 (stereo not given)	1.1	-6.9	-0.8	-18.3	5.7	5.7	-3.4	-2.2	1.2
CC(=O)Nc1ccc(Cl)cc1-c1ccccc1	-0.5	-2.4	x	-6.1	-1.9	-21.1	x	-1.0	1.4
COc1ccc(OCC(=O)N2CCC(Cc3ccccc3)CC2)cc1	0.9	-4.2	-6.6	-11.0	0.2	-23.6	-8.3	-5.2	3.0
O=C(Nc1cnc2sccn2c1=O)c1ccccc1Cl	0.2	-2.0	-10.2	-3.5	2.8	-9.6	-0.2	-2.4	1.2
COc1ccc(-n2c(C)cc3cc(OC(C)=O)ccc32)cc1	-0.4	-3.5	-4.4	8.2	6.3	-1.2	-0.1	-4.5	-1.8
COc1ccc(S(=O)(=O)Nc2ccccc2C(=O)NCc2ccco2)cc1	0.7	-3.5	-10.9	-1.5	6.0	0.7	-10.1	-7.1	1.1
COc1ccc(OC)c(NC(=O)C2(C)CCN2C(=O)Cc2ccc(Cl)cc2Cl)c1 (stereo not given)	0.4	-3.7	x	-12.7	7.2	-4.5	x	-14.2	2.8
CC1(C)CC(=O)C=C(c2ccc(Cl)c(C(F)(F)F)c2)C1	-0.2	-3.8	-5.0	8.3	0.2	9.8	-5.9	0.9	1.5
Cc1cccc(NC(=O)CN(C)S(=O)(=O)c2ccc(-c3ccc(=O)[nH]n3)s2)c1C	0.2	-2.1	-22.8	-13.6	2.2	-7.3	-12.1	-2.8	1.8
COc1cc(O)c(C(CC(=O)N2CCCCC2)c2cc(OC)c(OC)c(OC)c2)c(OC)c1 (stereo not given)	0.1	-3.0	-18.7	-7.9	2.3	-0.1	0.7	1.1	1.0

2 entries from above, with values under each structure:
Every second line gives: CHO-K1 Ca ag | CHRM1 agonist | CHO parental Ca | CHO-K1 Ca antag | M1 PAM | CHRM4 antagonist | OXTR potentiate | CHRM1 antagonist | M4 ag
> O=C(OCc1cccnc1)C1=Cc2ccccc2OC1
→ 2.5 | -8.2 | -24.8 | -4.1 | 2.9 | -5.0 | -4.9 | 1.5 | 4.7
> CCCCc1nc2ccc(S(=O)(=O)O)cc2[nH]1
→ 0.2 | -1.7 | -7.1 | -1.4 | 7.5 | -0.1 | -2.0 | -12.6 | 0.1

From PubChem BioAssay
